# PLK1 PBD block: inhibitors of human PLK1 polo-box domain binding | P53350 | Plk1 PBD binding of FITC phosphopeptide, fluorescence polarization | Potency, µM, for inactives: max response, negative = inhibition, most hits filed as inhibitors | actives 2.8% (n = 360,000) | AID 720504; further: potency means the concentration at half of the fitted maximal effect; series mostly up to about 57 µM; on the % scale 0 is the no-effect control and ±100 the full control effect; nearly all actives have a fitted effect of over 65% in size
# Target sequence (P53350 whole entry, looked up, the tested form may be a part): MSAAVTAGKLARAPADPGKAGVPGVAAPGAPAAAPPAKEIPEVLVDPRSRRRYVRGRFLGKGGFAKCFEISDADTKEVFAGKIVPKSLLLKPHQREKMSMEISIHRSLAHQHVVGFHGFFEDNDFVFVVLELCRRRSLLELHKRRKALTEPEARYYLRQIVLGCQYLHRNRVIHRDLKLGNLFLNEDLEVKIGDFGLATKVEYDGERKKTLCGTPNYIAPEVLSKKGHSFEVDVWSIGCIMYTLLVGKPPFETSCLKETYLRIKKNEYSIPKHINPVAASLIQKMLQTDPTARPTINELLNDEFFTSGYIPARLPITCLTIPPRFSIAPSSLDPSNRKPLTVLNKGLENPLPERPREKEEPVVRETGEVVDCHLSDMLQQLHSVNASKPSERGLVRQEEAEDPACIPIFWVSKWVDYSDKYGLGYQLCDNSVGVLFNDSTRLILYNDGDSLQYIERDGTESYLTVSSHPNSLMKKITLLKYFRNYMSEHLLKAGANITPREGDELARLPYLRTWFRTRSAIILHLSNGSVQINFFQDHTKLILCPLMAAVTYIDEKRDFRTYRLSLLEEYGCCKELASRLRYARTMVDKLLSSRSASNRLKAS
# EPAC1 antag: blocks human EPAC1 exchange factor | EPAC1 GEF assay, Rap1b-BODIPY-GDP exchange fluorescence | O95398 | actives 0.14% (n = 360,000) | Potency, µM (titrated, usually from 115 µM), for inactives: top-dose activity change, negative = inhibition, actives largely listed as inhibitors | AID 720709;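 further: potency means the concentration at half of the fitted maximal effect; plate controls were vehicle for no effect and positive control for full effect; nearly all actives have a fitted effect of over 50% in size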
# EPAC1 agonist: EPAC1 (human) agonism; O95398; EPAC1 agonist qHTS, biochemical assay; response scale: 100% = response to 6.5 mM cAMP; Potency, µM (top dose mostly 154 µM), for the others: at the highest dose activation, usual class: activators; actives 0.073% (n = 360,000); AID 720707; further: potency means the concentration at half of the fitted maximal effect; nearly all actives have a fitted effect of over 60% in size
#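 Nucleotide exchange by EPAC1 (100 nM) on Rap1B–BODIPY-GDP (250 nM) in the presence of 50 uM GDP is tracked fluorescently at 480/540 nm over 30 min. Signals are normalized to a 6.5 mM cAMP control.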
# PI5P4K alpha inh: blocks human PI5P4K alpha kinase activity; P48426; PI5P4Kalpha enzyme, ADP-Glo luminescence, 60 min; active compounds read low; AID 652105; max response, %; actives 1.2% (n = 330,000); active means max response of -50% or lower; inconclusive means between -30% and -50%; inactive means -30% or higher; further: value at the top dose of about 77 µM; on the % scale 0 is the no-effect control and ±100 the full control effect
# Target sequence (P48426 whole entry, looked up): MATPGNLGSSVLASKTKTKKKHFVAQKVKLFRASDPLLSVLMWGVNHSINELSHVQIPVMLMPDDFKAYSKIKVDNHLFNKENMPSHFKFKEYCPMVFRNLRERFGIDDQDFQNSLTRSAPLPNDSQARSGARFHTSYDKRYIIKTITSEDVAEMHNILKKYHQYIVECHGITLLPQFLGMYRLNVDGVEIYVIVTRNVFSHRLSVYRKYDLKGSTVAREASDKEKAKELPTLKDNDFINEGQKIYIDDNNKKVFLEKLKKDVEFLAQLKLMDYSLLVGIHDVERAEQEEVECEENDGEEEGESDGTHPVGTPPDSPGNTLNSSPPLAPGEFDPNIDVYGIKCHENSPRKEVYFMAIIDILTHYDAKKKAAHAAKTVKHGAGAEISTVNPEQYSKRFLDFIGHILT
#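 Human PI5P4Kalpha with substrate in 0.038 M HEPES pH 7.4, 0.28 mM EGTA, 0.1% CHAPS, 5% DMSO; reaction started with 5 microM ATP (final), 60 min at room temperature. ADP formed read by ADP-Glo luminescence.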
# FUS suppressor: rescues growth of FUS-expressing yeast | S. cerevisiae FUS-expressing, growth rescue, OD600, 24 h | Potency, µM (titrated, usually from 76.6 µM), inactives show at the highest dose growth rescue (activation), most hits filed as activators | actives 0.24% (n = 390,000) | AID 1347120;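 further: potency means the concentration at half of the fitted maximal effect; plate controls were DMSO vehicle for no effect and reference control for full effect; nearly all actives have a fitted effect of over 55% in size; some results filed as inactive show a strong effect at the top dose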
#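 S. cerevisiae expressing FUS from galactose induction served as the toxicity model. Growth after 24hr at 30C, read as absorbance at 600 nm, indicates suppression of toxicity; compounds dosed at several concentrations.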
# Abeta yeast res: restores growth of yeast expressing A-beta42 peptide; yeast expressing A-beta42, growth rescue, OD600, 48 h; response scale: 0% DMSO, 100% iron-clioquinol control; Potency, µM (series often up to 46.1 µM), inactives show top-dose growth rescue, hits mostly activators; actives 0.063% (n = 410,000); AID 1347071; further: potency means the concentration at half of the fitted maximal effect; nearly all actives have a fitted effect of over 55% in size
#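 Yeast growth medium received pinned compounds, then yeast cells expressing toxic A-beta were added; plates incubated at 30 C for 48 hr. Growth read as absorbance at 600 nm, normalized to DMSO and equimolar FeCl3 plus clioquinol controls.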
# WRN helicase inh: WRN helicase (human) inhibition; Q14191; WRN helicase unwinding, fluorescent forked duplex, kinetic; Potency, µM (series often up to 114 µM), for inactives: top-dose activity change, negative = inhibition, hits mostly inhibitors; actives 0.46% (n = 360,000); further: potency means the concentration at half of the fitted maximal effect; on the % scale 0 is the no-effect control and ±100 the full control effect; nearly all actives have a fitted effect of over 55% in size
#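 WRN at 20 nM final was preincubated with compound for 15 min at room temperature; reaction started with 100 nM forked duplex oligonucleotide carrying fluorophore and quencher plus 2 mM ATP (final). Unwinding followed kinetically by red fluorescence (ex 525/em 598 nm).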
# IL-2 act: activates IL-2 in a cell-based reporter assay | IL-2 activation reporter assay, cell-based qHTS; stimulated with anti-CD3/CD4/CD28 beads; in transgenic mouse T cells | activation, % (series mostly up to about 46 µM) | actives 0.065% (n = 360,000) | AID 652025; in the data active means activation above about 50%; inconclusive means mostly about 30% to 49%; further: 0% is about no effect
#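 Unstimulated transgenic mouse T cells preincubated 60 min with compound, then stimulated with anti-CD3/anti-CD4-coated beads plus anti-CD28 for 18 h at 37 degrees C. IL-2 response read as EGFP and DsRed fluorescence by plate cytometry.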
# * hit, by the source's call; ? = inconclusive; nt = no result given; & = joins results of further samples; [ ] = another dose, or the depositor's remark. Unless noted, the call rests on the fitted dose curve; in most records, active means well fitted curve in the direction sought with a large enough effect; inconclusive means small, poorly fitted or top-dose-only effect, or another doubt; inactive means no such curve, though single readings can be large; an effect the other way counts as inactive or inconclusive.
SMILES,PLK1 PBD block,EPAC1 antag,EPAC1 agonist,PI5P4K alpha inh,FUS suppressor,Abeta yeast res,WRN helicase inh,IL-2 act
O=C(N/N=C\c1ccc2c(c1)OCO2)c1ccco1,-3%,10%,-3%,6,nt,-17%,1%,-3.2
CCOC(=O)C1CCN(c2nc(-c3ccc(Br)cc3)nc3ccccc23)CC1,-9%,-17%,19%,31,39%&-21%,-4%&-1%,-5%,-1.3
O=C(CCN1C(=O)c2ccccc2C1=O)Nc1ccc(S(=O)(=O)N2CCOCC2)cc1,24µM*,2%,-3%,nt,17%,16%,-2%,1.8
COc1ccc(S(=O)(=O)N2CCC(C(N)=O)(N3CCCCC3)CC2)cc1,-8%,-5%,-8%,0,-23%,3%,-7%,1.8
COc1ccc(N(CC(=O)N/N=C/c2ccccc2OC)S(=O)(=O)c2ccccc2)cc1,-5%,-26%,16%,0,9%,-1%,-2%[57.1 µM],0.5
CCN(CC)S(=O)(=O)c1ccc(Cl)c(C(=O)OC)c1,-3%,10%,4%,nt,-12%,3%,-1%,-3.2
COC(=O)C12CCC(C)(c3nc4ccccc4nc31)C2(C)C (stereo unspecified),?,-9%,-4%,-8,-10%,-7%,-1%[57.1 µM],-0.4
O=C(c1cc(-c2cccs2)nc2ccccc12)N1CCN(S(=O)(=O)c2ccccc2)CC1,5%&-11%,-6%,18%,nt,?,0%,-3%,-2.3
CCN(CC)CCn1c(SCC(=O)Nc2cccc(OC)c2)nc2c(sc3ccccc32)c1=O,-23%,-14%,-3%,1,7%,10%,-25%,-5.1
N#C/C(=C/Nc1ccccc1F)S(=O)(=O)c1ccc(Cl)cc1,-4%,-17%,13%,0,-5%,26%,-1%,-0.1
Cc1ccc(OCC(O)CNC2CCCC2)c(C)c1 (stereo unspecified),-13%,-3%,9%,1,-7%,5%,8%,0.0
CCCC(=O)Nc1c(-c2ccccc2)[nH][nH]c1=O,-24%,7%,5%,2,-23%,-15%,4%,0.5
C[C@H](NC(=O)c1nc[nH]c1C(=O)NC1CCNCC1)C(=O)OC(C)(C)C,4%,1%,1%,3,-30%,-48%[inhibitor],5%,-0.2
Cc1cc(Cl)ccc1NC(=S)N1CCN(Cc2ccc3c(c2)OCO3)CC1,3%,-5%,13%,-1,19%,17%,-1%,-2.0
Cc1ccc(CNC(=O)CSc2nc(=O)n3ccc(C)cc3n2)cc1,-21%,1%,3%,?,1%,-7%,-19%,11
CC1CCN(c2nc3ccc(C(=O)NCCCN4CCCCC4)cc3s2)CC1,0%,0%,-16%,1,3%,3%,-1%,-1.7
O=C(CCS(=O)(=O)c1ccc(Br)cc1)N1CCN(c2ccc(F)cc2)CC1,7%,1%,-7%,-3,8%,-6%,-2%,-0.8
Fc1ccccc1COc1ccc(Br)cc1CNCc1cccnc1,-1%,-1%,-1%,-2,30%,15%,-19%,-0.8
CCCNC(=O)COc1coc(CN2CCN(C(=O)c3ccco3)CC2)cc1=O,0%,7%,2%,2,5%,1%,-3%,2.7
O=C(CCS(=O)(=O)c1cccc2nsnc12)N1CC(=O)N(CCc2ccccc2)C(=O)C1,?,-15%,0%,0,7%,4%,-12%,0.9
CC(=O)Nc1ccc(S(=O)(=O)Nc2nc3c(s2)CCCC3)cc1,-18%,8%,-5%,-4,20%,-6%,1%,-0.2
COC(=O)[C@@]1(Cc2ccc(F)cc2)[C@H]2c3cc(C(=O)N(C)C)n(CCF)c3C[C@H]2CN1C(=O)c1ccccc1,4%,-4%,-4%,9,37%,1%,-2%,0.0
COc1ccc(-n2ncc3c(Nc4cccc(C)c4)ncnc32)cc1,-3%,-13%,12%,nt,2%,-2%,-17%[57.1 µM],0.3
CCOC(=O)c1cc(S(=O)(=O)Nc2ccc(F)cc2F)cn1C,-13%,-19%,3%,-3,1%,12%,-5%,-2.4
O=C(N/N=C/c1ccccc1[N+](=O)[O-])c1ccc2c(c1)OCCO2,-8%,-10%,4%,2,18%,3%,2%,-1.0
Cc1cc(N2C(=O)C(O)=C(C(=O)c3cccs3)C2c2ccccc2)no1 (stereo unspecified),-14%,9%,4%,nt,24%,1%,-2%,-3.8
Cc1ccc(C(=O)COC(=O)c2cc(Cl)nc3ccccc23)cc1C,-5%,10%,10%,nt,24%,-4%,-9%,-2.0
O=C1NC(c2cccc(Cl)c2)Nc2ccccc21 (stereo unspecified),-7%,10%,-10%,0,14%,-13%,0%,-1.0
Cc1ccc(CNC(=O)c2[nH]c(C(F)(F)F)nc2-c2ccccc2)cc1,-4%,-13%,3%,3,17%,-4%,-11%,0.2
COc1ccccc1NC(=S)NCc1ccc(Cl)cc1,-10%,0%,2%,4,0%,?,-10%,-0.2
Cc1cc(C)n(-c2ccc(NC(=O)C3CCCCN3C(=O)c3ccc(C)s3)cc2)n1 (stereo unspecified),-13%,-7%,10%,-1,nt,-4%,-20%,-4.0
Cc1cn(CC(=O)NCCc2ccccn2)c(=O)[nH]c1=O,21µM*,-7%,14%,?,-9%,-11%,-2%,2.7
O=C(/C=C/c1cccc([N+](=O)[O-])c1)NCc1ccco1,-3%,2%,-7%,6,11%,6%,-16%[57.1 µM],-1.5
C(=N\N1CCN(Cc2ccccc2)CC1)/c1ccccc1,?,5%,0%,3,-8%,18%,2%,2.6
COc1ccc(/C=C2\SC(=S)N(CCC(=O)N3CCOCC3)C2=O)cc1,3%,6%,9%,20,-3%,1%,-1%,0.2
Cc1ccc(SCCNC(=O)c2ccc(C)c([N+](=O)[O-])c2)cc1,-4%,-8%,-1%,7,nt,2%,-15%,-1.2

# Brought forward from above: 2 entries, then new ones.
SMILES,PLK1 PBD block,EPAC1 antag,EPAC1 agonist,PI5P4K alpha inh,FUS suppressor,Abeta yeast res,WRN helicase inh,IL-2 act
COc1ccc(/C=C2\SC(=S)N(CCC(=O)N3CCOCC3)C2=O)cc1,3%,6%,9%,20,-3%,1%,-1%,0.2
Cc1ccc(SCCNC(=O)c2ccc(C)c([N+](=O)[O-])c2)cc1,-4%,-8%,-1%,7,nt,2%,-15%,-1.2
Clc1cccc(Cc2c(-c3cccc(Cl)c3)nc3ccc(Cl)cn23)c1,-14%,3%,2%,-4,17%,-20%,-5%,-0.1
Cc1ccsc1C(=O)N1CCCC(CCC(=O)NCc2ccc(F)c(F)c2)C1 (stereo unspecified),-3%,4%,3%,0,3%,4%,1%,0.3
Cc1ccc(S(=O)(=O)N(Cc2ccc(F)cc2)C(=O)N2CCN(C)CC2)cc1,-5%,7%,16%,3,5%,2%,-16%,0.2
COc1ccc2ncn(-c3ccccc3)c2c1,-6%,-9%,10%,nt,18%,1%,-2%,0.3
O=C(NCc1nc2ccccc2[nH]1)C1=C[C@@H](c2ccc(Br)cc2)C[C@@H](OCCCCO)O1,-12%,-30%,-16%,-2,23%,4%,-2%,0.3
O=C(CC1SC(=O)N(c2ccccc2)C1=O)Nc1ccc(Cl)cc1 (stereo unspecified),11µM*,-10%,4%,-9,7%,10%,25µM*,4.0
Cc1nn(Cc2c(Cl)cccc2Cl)c(C)c1NC(=O)CCCn1nc(C)c([N+](=O)[O-])c1C,0%,-24%,-3%,-4,33%,-6%,4%,-2.7
Cc1nc(Cc2nnc(SCc3nc(N)nc(Nc4ccccc4C)n3)o2)cs1,-28%,0%,0%,0,27%,4%,-3%,1.2
CCOC(=O)c1cc(-c2ccccc2)nn1CC1CC(c2cccc([N+](=O)[O-])c2)=NO1 (stereo unspecified),-4%,-12%,8%,0,26%,4%,-6%,0.2
CN=C(NC1CCCCC1)c1ccc([N+](=O)[O-])cc1,2%,-8%,0%,3,-22%,7%,1%,-2.2
CC(C)CCN1CC(C(=O)NCc2ccc(F)cc2)CC1=O (stereo unspecified),-10%,24%,-1%,nt,2%,-1%,-3%,1.2
Cc1nn(C(C)CC(=O)O)c(C)c1Br (stereo unspecified),-3%,-3%,10%,nt,5%,9%,-10%,-0.4
COc1cc(C(=O)NCC(=O)N2CCN(S(=O)(=O)c3cc(C)ccc3C)CC2)cc(OC)c1OC,3%,13%,-6%,-1,17%,2%,5%,-2.1
CSCCC(C(=O)Nc1c(C)cccc1C)N1CCC(Cc2ccccc2)CC1 (stereo unspecified),-13%,-29%,6%,10,10%,-9%,-2%,-0.9
O=C(O)C1CCCN1C(=O)c1cncc(Br)c1 (stereo unspecified),-1%,9%,0%,nt,22%,-14%,5%,-2.3
CN1CCN(c2nc(Nc3ccc(F)cc3)nc(Nc3ccc(F)cc3)n2)CC1,-9%,-21%,-2%,-1,-14%,-28%,5%,-4.6
COc1ccccc1-n1cc(-c2ccc([N+](=O)[O-])cc2)[nH]c1=S,-8%,-2%,-1%,-29,1%,6%,0%,3.4
CC(CC(=O)NCc1ccccc1)C1CCCO1 (stereo unspecified),-8%,13%,7%,nt,8%,7%,7%,-1.5
Cc1cccc(N2CCN(C(=O)C3CC(=O)N(C4CCCC4)C3)CC2)c1C (stereo unspecified),-11%,7%,3%,1,nt,-12%,-19%,-4.1
O=C(NC(=S)N1CCN(c2ccc([N+](=O)[O-])cc2)CC1)c1ccccc1,-7%,11%,-3%,6,8%,-7%,-7%,12
CCc1nc2ccc(C(=O)NCCOc3ccc(OC)cc3)cn2c1N(CCN(C)C)CC1CC1,0%,8%,-14%,2,-11%,-16%,-6%,-0.6
Cc1ccc(S(=O)(=O)N2CCCC2C(=O)OCc2ccccc2)cc1 (stereo unspecified),-7%,-6%,12%,-4,-2%,-8%,-21%,-0.5
COc1ccc(C2=NN(C(C#N)c3ccc(OC)c(OC)c3)C(c3ccccc3)C2)cc1 (stereo unspecified),-5%,-4%,1%,0,-2%,-40%[inhibitor],-7%,0.8
CC(=O)c1ccc(N2Cc3ccccc3C2=NC(=O)c2cccs2)cc1,-14%,4%,6%,5,nt,-24%,0%,-0.5
Oc1c(Br)cc(Br)cc1/C=N/N1CCN(Cc2ccccc2)CC1,-4%,2%,18%,5,-5%,-30%[inhibitor],-10%,-0.5
CCc1cc2cc(C)cc(C)c2nc1SCC(=O)NNC(=O)c1ccco1,-6%,-1%,-1%,8,-15%,-2%,-1%,0.7

# Bioassay records deposited in PubChem BioAssay by National Center for Advancing Translational Sciences (NCATS).
